Screens as filed in PubChem.
MBD2 inh: inhibitors of MBD2 binding to methylated DNA, primary screen, biochemical, TR-FRET, DNA-binding domain, human | Methyl-CpG-binding domain protein 2 (Homo sapiens), Q9UBB5 | MBD2 binding to methylated oligonucleotide | inhibition, % at 4.4 µM | 0.31% of 370,000 active | AID 686964, 2013; in the data active = inhibition above about 13%
PLCg1 inh: PLC-gamma1 enzyme inhibitors, primary screen, biochemical, fluorescence, purified enzyme; 1-phosphatidylinositol 4,5-bisphosphate phosphodiesterase gamma-1 (Homo sapiens), P19174; fluorogenic substrate; inhibition, % at 12.2 µM; 0.84% of 370,000 active; AID 720700, 2013; in the data active = inhibition above about 9.5%
Tn6 DDE FP: inhibitors of Tn6 peptide binding to fibrin DD(E), primary screen, biochemical, fluorescence polarization, human fibrin, Tn6 probe | Fibrinogen beta chain (Homo sapiens), P02675 | Fibrin DD(E) TRITC-Tn6 fluorescence polarization displacement | inhibition, % at 8.3 µM | 0.21% of 370,000 active | AID 720509, 2013;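 active = inhibition above a per-campaign cutoff: mean of compounds within control limits plus 3 SD, cut at about 15% in these data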;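 note: 0% = median of all compound wells on the plate and 100% = blocking peptide control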
Tn7 DDE FP: inhibitors of Tn7 peptide binding to fibrin DD(E), primary screen, biochemical, fluorescence polarization, human fibrin, Tn7 probe | Fibrinogen beta chain (Homo sapiens), P02675 | FP displacement of FITC-Tn7 peptide from fibrin DD(E); 0% = median of compound wells per plate | AID 720508, 2013 | 0.13% of 370,000 active | inhibition, % at 8.3 µM;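 active = inhibition above the mean of compounds falling within the control limits plus 3 SD of them, cut at about 14% in these data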;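 note: 0% = plate median of compound wells and 100% = 10 µM Aha-Tn7 peptide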
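Test system: human clot-derived fibrin DD(E) complex / Quantity: 2 µM final DD(E) protein / Incubation: 10 min plus 3 h, room temperature / Measured by: fluorescence polarization / Benchmarks: high control of 10 µM Aha-Tn7 peptide / Replicates: singlicate testing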
ASAP1 inh: inhibitors of human ASAP1 ArfGAP activity, primary screen, biochemical, fluorescence polarization; ASAP1-stimulated ARF1 GTP hydrolysis, GDP FP detection; inhibition, % at 16.5 µM; 0.19% of 360,000 active; AID 624377, 2012; in the data active = inhibition above about 25%;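 note: 0% = vehicle with enzyme and substrate and 100% = no enzyme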
Target sequence (Q9ULH1 325-724 limits assumed): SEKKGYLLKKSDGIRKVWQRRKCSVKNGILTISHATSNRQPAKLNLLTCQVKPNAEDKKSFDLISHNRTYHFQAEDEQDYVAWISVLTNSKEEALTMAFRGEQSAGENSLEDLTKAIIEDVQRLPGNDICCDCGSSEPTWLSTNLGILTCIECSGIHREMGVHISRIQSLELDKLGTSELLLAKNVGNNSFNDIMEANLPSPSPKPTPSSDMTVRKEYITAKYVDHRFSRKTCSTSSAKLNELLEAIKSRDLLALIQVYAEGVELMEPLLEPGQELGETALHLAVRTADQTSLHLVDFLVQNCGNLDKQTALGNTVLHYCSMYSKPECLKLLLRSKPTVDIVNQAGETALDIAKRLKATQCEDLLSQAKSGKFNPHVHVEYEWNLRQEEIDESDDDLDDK
ARFGAP1 inh: inhibitors of rat ARFGAP1 GAP activity, primary screen, biochemical, fluorescence polarization, GDP tracer; ADP-ribosylation factor GTPase-activating protein 1 (Rattus norvegicus), Q62848; Arfgap1-stimulated ARF1 GTP hydrolysis, GDP FP detection; inhibition, % at 16.5 µM; 0.26% of 360,000 active; AID 651572, 2012;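 active = inhibition above a per-plate limit, mean inhibition of low control wells plus 3 SD, cut at about 25% in these data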;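 note: 0% = DMSO wells with enzyme and 100% = wells lacking Arfgap1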
Target sequence (Q62848 1-136 limits assumed): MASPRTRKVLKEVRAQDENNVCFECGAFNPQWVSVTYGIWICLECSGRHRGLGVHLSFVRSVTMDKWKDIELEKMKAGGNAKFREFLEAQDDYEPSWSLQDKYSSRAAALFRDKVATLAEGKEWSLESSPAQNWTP
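System: truncated rat Arfgap1 GAP domain / Benchmarks: high control wells lacking Arfgap1, low control full reaction with DMSO / Times: compound-enzyme preincubation 20 min, reaction 120 min, detection 60 min, 25 °C / Repeats: one replicate per compound / Also added: human ARF1(Δ1-17)-GTP substrate / Measured by: Tracer-displacement fluorescence polarization with EDTA stop, 620/688 nm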
KLK7 zymogen act: proKLK7 zymogen activators, primary screen, biochemical, fluorescence intensity; purified proKLK7, EDANS-DABCYL substrate fluorescence; 100% is mature enzyme control, 0% vehicle; activation, % at 7 µM; 0.9% of 370,000 active;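 active = activation above the mean of all tested compounds plus 3 SD, computed per campaign excluding outliers beyond control limits, cut at about 13% in these data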
Target sequence (P49862 whole entry, looked up): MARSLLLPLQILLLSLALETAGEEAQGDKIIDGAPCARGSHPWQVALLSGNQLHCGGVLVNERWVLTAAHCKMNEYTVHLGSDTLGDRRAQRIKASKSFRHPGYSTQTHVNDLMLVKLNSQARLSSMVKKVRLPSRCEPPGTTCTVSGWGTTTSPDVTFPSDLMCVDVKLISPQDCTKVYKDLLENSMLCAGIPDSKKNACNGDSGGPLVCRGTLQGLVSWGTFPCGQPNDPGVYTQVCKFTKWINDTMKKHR
UHRF1 binding: UHRF1 methylated DNA binding inhibitors, primary screen, counter-screen for MBD2 inhibitor project, biochemical, TR-FRET, human UHRF1, single concentration; inhibition, % at 4.4 µM; 0.75% of 370,000 active; AID 687016, 2013; UHRF1 binding to methylated oligo; in the data active = inhibition above about 21%;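 note: UHRF1 SRA domain binding a hemimethylated CpG hairpin DNA probe; 0% = median of test compound wells and 100% = reference inhibitor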
ADAM17 inh: ADAM17 inhibitors, primary screen, biochemical, QFRET. 0.83% of 370,000 active. Disintegrin and metalloproteinase domain-containing protein 17 (Homo sapiens), P78536. recombinant ADAM17, EDANS/DABCYL FRET peptide cleavage. inhibition, % at 6.95 µM;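 active = inhibition above the mean of compounds lying between control limits plus 3 SD, set per campaign, cut at about 8.5% in these data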;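 note: 0% = DMSO-only wells as the low control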
PLC-beta3 inh: human PLC-beta3 inhibitors, primary screen, biochemical, fluorescence. AID 720704, 2013. 1-phosphatidylinositol 4,5-bisphosphate phosphodiesterase beta-3 (Homo sapiens), Q01970. inhibition, % at 12.2 µM. Purified PLC-beta3, fluorogenic substrate. 0.18% of 370,000 active; in the data active = inhibition above about 11%;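 note: 0% = median of compound wells on plate and 100% = full blocker control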
* = called active by the depositor; . = not tested or not shown.

# | SMILES | MBD2 inh | PLCg1 inh | Tn6 DDE FP | Tn7 DDE FP | ASAP1 inh | ARFGAP1 inh | KLK7 zymogen act | UHRF1 binding | ADAM17 inh | PLC-beta3 inh
1 | CCN1C(=O)C(CC(=O)Nc2ccc(F)cc2)N(Cc2ccc3c(c2)OCO3)C1=S (stereo unspecified) | 0 | -1 | 2 | -1 | -10 | 9 | 0.3 | -2 | 1 | -6
2 | COc1cc(C(=O)Sc2ccc(Cl)cc2)cc(OC)c1OC | 1 | 0 | 6 | 3 | 2 | -1 | 0.2 | -1 | 0 | 3
3 | CSc1ncccc1C(=O)Nc1nc(C(C)(C)C)cs1 | -5 | 1 | 5 | -5 | 4 | -7 | 0.1 | 0 | 4 | -7
4 | O=C1N/C(=C/c2ccc(N3CCOCC3)o2)C(=O)N1c1ccccc1 | -1 | -8 | 4 | -2 | 2 | 13 | 20* | 4 | -7 | -11
5 | CC(=O)Nc1ccc(OCc2cccc([N+](=O)[O-])c2)cc1 | 1 | -1 | 7 | 6 | -8 | 13 | -0.3 | -3 | 1 | 0
6 | O=C1Nc2ccccc2/C1=C/c1ccccc1Cl | 2 | 0 | -2 | -3 | 2 | -1 | -0.3 | 1 | 3 | -3
7 | O=c1o[nH]c(-c2ccccc2)c1C1=NCCCCC1 | 4 | 3 | -5 | -5 | 8 | 8 | -0.1 | 2 | 0 | -2
8 | CCOC(=O)C1CCN(C(=O)CCCn2c(=O)c3cccn3c3cccnc32)CC1 | 2 | 0 | -3 | -1 | 6 | 0 | 0.2 | 3 | -11 | -4
9 | Cc1ccc(C(=O)NCC(=O)Nc2ncccc2C)s1 | 1 | -2 | -7 | 3 | 11 | 1 | 0.1 | -2 | -1 | -6
10 | CN(C)C(=O)COC(=O)c1ccc(S(=O)(=O)NCc2ccco2)cc1 | 6 | 0 | 14 | 2 | 3 | 3 | -0.4 | 4 | -6 | -6
11 | CCOc1ccc(NC(=O)CSc2nc3[nH]ncc3c(=O)n2-c2ccccc2OC)cc1 | 4 | -3 | -5 | 1 | -4 | 8 | -0.3 | 3 | 0 | -2
12 | COc1ccc(-c2nc3c(c(=O)[nH]c(=O)n3Cc3ccccc3)n2C)cc1 | 1 | -4 | -10 | 4 | -10 | 6 | -0.5 | 7 | -7 | -6
13 | C=CCn1c(SCc2ccc3c(c2)OCO3)nc2scc(-c3ccco3)c2c1=O | -3 | 0 | -2 | -5 | 6 | 8 | 0.8 | 0 | 0 | 3
14 | Oc1ccc(Cl)cc1CNCC1CCCCC1 | 1 | 0 | -3 | -4 | 11 | 6 | -0.1 | 0 | -3 | 1
15 | COC(CNC(=O)C1CCCN(S(=O)(=O)c2ccc3c(c2)oc(=O)n3C)C1)OC (stereo unspecified) | 2 | 0 | 3 | -4 | -5 | 2 | 0.8 | -3 | -1 | -4
16 | C/C(CC(=O)Nc1cccc(Cl)c1C)=N\NC(=O)Cc1csc(N)n1 | -6 | -4 | -2 | -6 | -1 | 10 | -0.8 | -8 | 2 | 1
17 | O=C(c1cc(-c2ccccc2)n[nH]1)N1CCc2c([nH]c3ccccc23)C1c1ccccn1 (stereo unspecified) | -1 | -2 | -3 | -3 | 13 | 9 | 0.7 | 1 | 5 | -1
18 | Brc1ccc(-c2nnc3n2C2(CCCC2)Cc2ccccc2-3)o1 | -3 | 0 | 1 | -6 | -17 | -8 | 0.2 | 1 | -3 | -3
19 | CN1C(=O)c2ccc(NC(=O)CCS(=O)(=O)c3ccccc3)cc2C1=O | 0 | -81 | -2 | -5 | 3 | 4 | -48 | 1 | -36 | -139
20 | CC1CN(C(=O)C2CCCC2)C(C)CN1C(=O)C1CCCC1 (stereo unspecified) | -3 | 2 | -1 | 10 | 1 | 6 | -0.3 | 1 | 2 | 3
21 | COc1ccc(NC(=O)C2CCCN(CCCc3ccccc3)C2)cc1OCC(C)C (stereo unspecified) | -3 | 8 | 3 | 1 | 0 | 1 | 0.2 | -1 | 2 | -4
22 | Cc1ccccc1NC(=O)Cc1cn(C)c2ccccc12 | 1 | -1 | 1 | 1 | -4 | -8 | 0.3 | 0 | -5 | 0
23 | CCC1(C)Cc2ccccc2C(=S)N1 (stereo unspecified) | -1 | -2 | 2 | -4 | 0 | 7 | -0.7 | -1 | -3 | -1
24 | Cc1ccc(S(=O)(=O)NC2=NCN(C3CCN(Cc4ccccc4)CC3)CN2)cc1 | 3 | 2 | -1 | -1 | 2 | 6 | 0.1 | -1 | 0 | 6
25 | O=C(NCc1ccccc1)c1cc(C2CCCCN2C(=O)CCc2ccccc2)on1 (stereo unspecified) | 1 | 5 | 2 | -1 | 8 | -1 | 0.0 | -2 | -1 | 1
26 | CC1(NCc2ccc(Cl)cc2)COP(=O)(NCc2ccccc2)OC1 (stereo unspecified) | -8 | 2 | 7 | -4 | -9 | -4 | -0.5 | -2 | 1 | 2
27 | CCn1cnc2sc(C(=O)Oc3cccc(C)c3)c(C)c2c1=O | -5 | -2 | -3 | 5 | -9 | 3 | 0.2 | -1 | -1 | 3
28 | COCCNC(=O)c1c(N)[nH]c(C(=O)c2ccc(Br)cc2)c1-c1ccc(Br)cc1 | -4 | 2 | 3 | 6 | -8 | -2 | 0.2 | -2 | -3 | 3
29 | C[C@@H]1CN([C@@H](C)CO)C(=O)CCCn2nncc2CO[C@H]1CN(C)C(=O)C1CC1 | -4 | 3 | 3 | -5 | -11 | 4 | -0.3 | 0 | 1 | 3
30 | S=C(NCc1ccccc1)NCc1cccc(Cl)c1 | -1 | 4 | -9 | 1 | -4 | 12 | 0.1 | 3 | 1 | -1
31 | Cc1nc(C)c(/C(O)=C\c2nc3ccc([N+](=O)[O-])cc3oc2=O)o1 | -8 | 1 | 1 | -1 | 1 | 3 | 1.0 | -5 | -3 | 5
32 | CCn1c(CNC(=O)c2ccccc2F)cc2cc(C)ccc21 | 0 | -5 | 10 | -7 | 9 | 9 | -0.2 | 1 | -2 | -12
33 | Cc1cccc2cc(C#N)c(NCCNS(=O)(=O)c3ccc4c(c3)OCCO4)nc12 | 2 | -50 | 1 | -3 | -4 | 9 | -1.2 | -1 | -48 | -73
34 | Cc1sc2nc(CSc3nc4ccccc4s3)[nH]c(=O)c2c1C | -3 | -23 | -4 | -1 | 0 | 12 | -4.0 | 1 | -6 | -38
35 | CCOC(=O)c1ccc(Oc2c(C)oc3cc(OS(C)(=O)=O)ccc3c2=O)cc1 | 0 | -6 | -3 | -1 | -3 | -2 | -0.1 | 2 | -2 | -59
36 | COc1cc(NC(=O)C2CCCN(S(=O)(=O)c3ccc(C)cc3)C2)cc(OC)c1 (stereo unspecified) | 1 | 3 | 6 | 7 | . | . | 0.1 | -3 | 4 | 1
37 | CC1=C(C(=O)N2CCOCC2)CC(CC(=O)NC2CCCCC2)C(=O)N1Cc1ccccc1 (stereo unspecified) | 13 | -1 | -1 | 2 | -19 | 11 | 2.1 | 22* | -6 | -1
38 | CCOC(=O)c1sc(C)c2c1NC1(CCCCCC1)NC2=O | 3 | -42 | 7 | 3 | -10 | 6 | -1.1 | 0 | -15 | -46
39 | Cc1cc(C)c(NC(=O)CSc2ccc(-c3ccccn3)nn2)c(C)c1 | -2 | 3 | 3 | 1 | -1 | -6 | -0.1 | -1 | -4 | -5
40 | COc1cc(CN2CCCC(N3CCc4ccccc4C3)C2)c(Cl)cc1O (stereo unspecified) | 0 | 0 | 0 | -1 | -9 | 12 | 0.6 | -1 | -1 | -6
41 | CC(C(N)=O)N1C(=O)NC2(CCCc3ccccc32)C1=O (stereo unspecified) | 4 | -3 | -3 | 0 | 4 | 8 | -0.2 | -1 | -5 | -7
42 | Cn1c(=O)n(C)c2cc(S(=O)(=O)NCc3ccccc3)ccc21 | -4 | 2 | -3 | -19 | 8 | 3 | 0.3 | 0 | 1 | 1
43 | O=C(Nc1nc2ccccc2[nH]1)c1cccc([N+](=O)[O-])c1 | -1 | 1 | 6 | -2 | 8 | 10 | -0.5 | 2 | -2 | 3

Molecules above with an NH in an aromatic ring, in the order listed:
# | SMILES | MBD2 inh | PLCg1 inh | Tn6 DDE FP | Tn7 DDE FP | ASAP1 inh | ARFGAP1 inh | KLK7 zymogen act | UHRF1 binding | ADAM17 inh | PLC-beta3 inh
7 | O=c1o[nH]c(-c2ccccc2)c1C1=NCCCCC1 | 4 | 3 | -5 | -5 | 8 | 8 | -0.1 | 2 | 0 | -2
11 | CCOc1ccc(NC(=O)CSc2nc3[nH]ncc3c(=O)n2-c2ccccc2OC)cc1 | 4 | -3 | -5 | 1 | -4 | 8 | -0.3 | 3 | 0 | -2
12 | COc1ccc(-c2nc3c(c(=O)[nH]c(=O)n3Cc3ccccc3)n2C)cc1 | 1 | -4 | -10 | 4 | -10 | 6 | -0.5 | 7 | -7 | -6
17 | O=C(c1cc(-c2ccccc2)n[nH]1)N1CCc2c([nH]c3ccccc23)C1c1ccccn1 (stereo unspecified) | -1 | -2 | -3 | -3 | 13 | 9 | 0.7 | 1 | 5 | -1
28 | COCCNC(=O)c1c(N)[nH]c(C(=O)c2ccc(Br)cc2)c1-c1ccc(Br)cc1 | -4 | 2 | 3 | 6 | -8 | -2 | 0.2 | -2 | -3 | 3
34 | Cc1sc2nc(CSc3nc4ccccc4s3)[nH]c(=O)c2c1C | -3 | -23 | -4 | -1 | 0 | 12 | -4.0 | 1 | -6 | -38
43 | O=C(Nc1nc2ccccc2[nH]1)c1cccc([N+](=O)[O-])c1 | -1 | 1 | 6 | -2 | 8 | 10 | -0.5 | 2 | -2 | 3
